Source: PubChem BioAssay (National Center for Advancing Translational Sciences (NCATS))
PKM2 act: increases activity of human pyruvate kinase M2 | P14618 | AID 1631 | purified PKM2, Kinase-Glo ATP luminescence, activation; response scale: 0% is enzyme alone, no compound | Potency, µM (titrated, usually from 57.5 µM), without a hit: at the highest dose activation, most hits filed as activators | 0.34% of 260,000 active; further: potency means the concentration at half of the fitted maximal effect; on the % scale 0 is the no-effect control and ±100 the full control effect; nearly all actives have a fitted effect of over 55% in size
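Purified hPK-M2 (>95% pure) converted ADP (0.1 mM final) to ATP with 0.5 mM PEP in 50 mM imidazole pH7.2, KCl, MgCl2, Tween 20, BSA; 1 h at room temperature. ATP detected by Kinase-Glo luminescence.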
BCR signal inh: inhibitors of chronic active B-cell receptor signaling. Potency, µM (titrated, usually from 46.1 µM), for inactives: at the top dose ratio change, negative = lower green/red ratio, hits mostly inhibitors. 0.05% of 340,000 active. ABC-DLBCL IkBa-CBG/CBR reporter, luminescence ratio, 4 h; active means well fitted inhibition curve with a large enough effect in the signal ratio, with a control signal flat, not every such curve was filed as active; inconclusive means small, poorly fitted or top-dose-only effect, or effect the other way, or a change in a side signal; the % refers to the signal ratio;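 further: potency means the concentration at half of the fitted maximal effect; plate controls were basal doxycycline-induced cells for no effect and cells given 10 µM MG132 for full effect; MG132 reads +100%, hits lower the ratio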
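Cell line TMD8 (human ABC DLBCL), stably expressing tet-inducible CBG68-IkBa fusion and CBR; IMDM/0.5% FBS; cpd up to 46 uM; dox induction, 4 h, 37C/5% CO2; dual luminescence; green/red ratio; MG132 control.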
Menin MLL FP TR: inhibitors of human menin-MLL interaction, mutant MLL peptide | Menin + Texas Red MLL mutant peptide, fluorescence polarization | Potency, µM (top dose mostly 61.6 µM), without a hit: top-dose FP activity change, negative = inhibition, hits mostly inhibitors | 0.23% of 270,000 active | AID 1768; active means well fitted inhibition curve with a large enough effect in the polarisation, with a control signal flat, not every such curve was filed as active; inconclusive means small, poorly fitted or top-dose-only effect, or effect the other way, or a change in a side signal; inactive means no such curve, though single readings can be large or run the other way; the % refers to the polarisation; further: potency means the concentration at half of the fitted maximal effect; % of control where 0% means no effect; many of its hits are not listed in these tables
Target sequence (O00255 whole entry, looked up): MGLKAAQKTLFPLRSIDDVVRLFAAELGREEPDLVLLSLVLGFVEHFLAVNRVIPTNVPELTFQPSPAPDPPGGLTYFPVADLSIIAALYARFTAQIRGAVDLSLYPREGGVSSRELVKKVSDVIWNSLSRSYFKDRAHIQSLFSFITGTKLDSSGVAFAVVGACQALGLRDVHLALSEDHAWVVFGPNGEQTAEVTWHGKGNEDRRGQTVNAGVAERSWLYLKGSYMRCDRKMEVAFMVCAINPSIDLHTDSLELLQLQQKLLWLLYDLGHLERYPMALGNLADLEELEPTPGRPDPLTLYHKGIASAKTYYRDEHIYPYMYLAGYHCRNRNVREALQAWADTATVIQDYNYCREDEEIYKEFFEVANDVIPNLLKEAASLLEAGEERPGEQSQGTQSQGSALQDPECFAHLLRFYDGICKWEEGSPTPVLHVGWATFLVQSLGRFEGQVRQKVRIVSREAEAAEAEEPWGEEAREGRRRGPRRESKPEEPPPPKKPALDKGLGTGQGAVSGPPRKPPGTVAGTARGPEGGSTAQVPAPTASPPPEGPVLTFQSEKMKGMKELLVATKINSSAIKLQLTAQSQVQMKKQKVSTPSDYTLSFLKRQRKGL
KCNH2 WT inh: blocks the wildtype human KCNH2 potassium channel | Q12809 | U2OS, BacMam KCNH2, thallium flux FluxOr; stronger effect = lower value | activity change, % at 1.84 µM | 0.37% of 340,000 active;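 active means maximum activity change below -70%; inconclusive means maximum activity change between -70% and -50%; inactive means maximum activity change above -50%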; further: on the % scale 0 is the no-effect control and ±100 the full control effect
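U2OS cells transduced with wild-type KCNH2 virus are loaded with FluxOr dye for 45 min, and thallium flux is measured in kinetic reads before and after stimulation buffer. Rate constants are normalized to DMSO controls.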
GALK inh: galactokinase (human) inhibition; P51570; Purified GALK, Kinase-Glo residual ATP luminescence; Potency, µM (titrated, usually from 57.5 µM), for the others: at the highest dose activity change, negative = inhibition, usual class: inhibitors; 0.007% of 270,000 active; AID 1868; further: potency means the concentration at half of the fitted maximal effect; on the % scale 0 is the no-effect control and ±100 the full control effect
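Human GALK (5 nM) with 35 uM ATP and 100 uM galactose in 20 mM HEPES pH 8.0, 5 mM MgCl2, 60 mM NaCl, 1 mM DTT, 0.01% BSA. After 1 h at room temperature, leftover ATP was read by Kinase-Glo Plus luminescence.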
Mito fusion yeast: blocks mitochondrial division or promotes mitochondrial fusion | S. cerevisiae fusion-defective mutant growth rescue, CellTiterGlo 48 h | Potency, µM (top dose mostly 46.1 µM), without a hit: at the top dose growth rescue (activation), usual class: activators | 0.23% of 320,000 active;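 further: potency means the concentration at half of the fitted maximal effect; % of control where 0% means no effect; nearly all actives have a fitted effect of over 45% in size; temperature-sensitive fusion mutants such as fzo1-1 at 37 °C on non-fermentable ethanol glycerol medium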
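S. cerevisiae fusion-defective temperature-sensitive mutants (e.g. fzo1-1, mgm1-5) grown 48 h at 37C in YPEG (ethanol/glycerol non-fermentable) medium with 23 nl compound per well; growth rescue read as CellTiterGlo luminescence.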
Eya2 phos inh: Eya2 (human) phosphatase inhibition; O00167; recombinant Eya2, OMFP fluorescence dephosphorylation (OMFP is methylfluorescein phosphate); Potency, µM (highest dose often 76.9 µM), inactives show top-dose activity, negative = inhibition, usual class: inhibitors; 0.006% of 330,000 active; AID 488837; further: potency means the concentration at half of the fitted maximal effect; on the % scale 0 is the no-effect control and ±100 the full control effect
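Eya2 (0.2 uM) preincubated 10 min at ambient with compound, then OMFP substrate added at 50 uM; 10 min reaction in 50 mM HEPES pH 7.5, 50 mM NaCl, 5 uM MgCl2, 0.05% BSA, 1 mM DTT. Fluorescence read at Ex 485/Em 525 nm.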
ASM inhibitor: inhibitors of human secretory acid sphingomyelinase | 0.006% of 340,000 active | placental ASM, HMU-PC fluorogenic substrate, 60 min | AID 504937 | Potency, µM (highest dose often 57.5 µM), for inactives: top-dose activity change, negative = inhibition, actives largely listed as inhibitors | P17405; further: potency means the concentration at half of the fitted maximal effect
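Human placenta-derived ASM preincubated with compound 10 min at room temperature, then reacted with 9 uM (final) fluorogenic HMU-PC substrate for 60 min at 37 C. Stop solution raises pH to 10; fluorescence read at Ex 386/Em 447 nm.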
MBNL1-CUG inh: blocks human MBNL1 binding to CUG repeat RNA; Q9NR56; TR-FRET MBNL1-His/biotin-(CUG)12 binding, 665/545 ratio; Potency, µM (doses to about 57.5 µM), for the others: at the top dose activity change, negative = inhibition, actives largely listed as inhibitors; 0.036% of 280,000 active; AID 2675; active means well fitted inhibition curve with a large enough effect in the signal ratio, with a control signal flat, not every such curve was filed as active; inconclusive means small, poorly fitted or top-dose-only effect, or effect the other way, or a change in a side signal; inactive means no such curve, though single readings can be large or run the other way; the % refers to the signal ratio; further: potency means the concentration at half of the fitted maximal effect; on the % scale 0 is the no-effect control and ±100 the full control effect
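Compounds (final 92 nM to 58 uM) are added to His-tagged MBNL1 and biotin-(CUG)12, then terbium anti-His antibody and streptavidin-XL665 (5 nM final). After 60 min at room temperature, the 665/545 nm ratio is read.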
USP2a inh: USP2a (human) protease inhibition. USP2 core, Ub-CHOP2 coupled fluorogenic reporter, 485/531. Potency, µM (top dose mostly 38.3 µM), inactives show top-dose activity change, negative = inhibition, actives largely listed as inhibitors. 0.01% of 330,000 active. AID 463254;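 further: potency means the concentration at half of the fitted maximal effect; plate controls were DMSO wells for no effect and full inhibition by NEM control for full effect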
Target sequence (O75604 whole entry, looked up): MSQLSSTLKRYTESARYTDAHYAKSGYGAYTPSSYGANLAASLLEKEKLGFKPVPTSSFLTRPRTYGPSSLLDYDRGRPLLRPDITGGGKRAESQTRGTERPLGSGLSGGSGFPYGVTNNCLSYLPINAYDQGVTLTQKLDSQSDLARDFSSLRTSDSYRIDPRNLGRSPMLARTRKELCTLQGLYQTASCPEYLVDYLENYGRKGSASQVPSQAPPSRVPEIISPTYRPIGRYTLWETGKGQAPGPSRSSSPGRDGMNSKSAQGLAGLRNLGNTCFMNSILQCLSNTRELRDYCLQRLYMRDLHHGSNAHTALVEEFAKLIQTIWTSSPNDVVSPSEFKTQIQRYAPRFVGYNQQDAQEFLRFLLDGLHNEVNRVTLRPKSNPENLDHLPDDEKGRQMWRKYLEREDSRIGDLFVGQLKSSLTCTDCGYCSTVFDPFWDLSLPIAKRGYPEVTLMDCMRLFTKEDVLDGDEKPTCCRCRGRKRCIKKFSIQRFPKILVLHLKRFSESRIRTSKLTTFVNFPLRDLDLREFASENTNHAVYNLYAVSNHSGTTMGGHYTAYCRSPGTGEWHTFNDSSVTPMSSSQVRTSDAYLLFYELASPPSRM
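USP2 core (10nM final) preincubated 30min RT with compound in 20mM Tris-HCl pH 8.0, 2mM CaCl2, 2mM beta-mercaptoethanol, 0.05% CHAPS; 25nM Ub-CHOP2 plus 25nM reporter substrate added, fluorescence (Ex485/Em531) read after 60min.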
TSHR antagonist: blocks TSH signaling through the human TSH receptor; TSHR-expressing cells, TSH-stimulated cAMP HTRF, 2 h; stronger effect = lower value; AID 504810; activity change, negative = inhibition, % at 11.5 µM; P16473; 0.2% of 330,000 active;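 active means activity change below a set negative limit, meaning inhibition stronger than a set level, cut at about -70% in these data; inconclusive means activity change between two set negative limits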; further: on the % scale 0 is the no-effect control and ±100 the full control effect
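Inhibition of cAMP made by TSHR-expressing cells under TSH stimulation (4nM final, EC80; 2 h, 37 deg C) is quantified with a one-step lysis HTRF kit, anti-cAMP cryptate versus cAMP-d2.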
The depositor's hits bear a star; [ ] = remark or other dose. Unless noted, the call rests on the fitted dose curve; in most records, active means well fitted curve in the direction sought with a large enough effect; inconclusive means small, poorly fitted or top-dose-only effect, or another doubt; inactive means no such curve, though single readings can be large; an effect the other way counts as inactive or inconclusive.

For COCCCNC(=S)N1CCN(c2nc(-c3cccc(OC)c3)cs2)CC1 the results were PKM2 act 0.4%[11.5 µM], BCR signal inh inconclusive, Menin MLL FP TR 50.9%[activator], KCNH2 WT inh -7.0, GALK inh 6.4%, Mito fusion yeast -12.9%, Eya2 phos inh -1.6%, ASM inhibitor -5.5%, MBNL1-CUG inh 3.8%, USP2a inh -0.3% and TSHR antagonist -11.5.
Screening COc1cccc(CNC(=O)CN(C)S(=O)(=O)c2cccc3cccnc23)c1 returned PKM2 act 0.2%, BCR signal inh 0.1%, KCNH2 WT inh 6.7, GALK inh -1.8%, Mito fusion yeast 0.9%, Eya2 phos inh 13.7%, ASM inhibitor -0.3%, MBNL1-CUG inh -8.3%, USP2a inh -0.8% and TSHR antagonist -8.3.
COc1cccc(-c2nnc3sc(-c4ccc(Cl)cc4)nn23)c1 was read as PKM2 act -4.6%, BCR signal inh -1.5%, Menin MLL FP TR 0.2%, GALK inh 2.9%, Mito fusion yeast -1.0%, Eya2 phos inh 12.8%, MBNL1-CUG inh 5.1%, USP2a inh 1.6% and TSHR antagonist -0.7.
For O=C(N=Nc1c(O)n(C2OC(=O)c3ccccc32)c2ccccc12)c1ccco1 (stereo unspecified) the results were PKM2 act -0.7%, BCR signal inh 1.6%, GALK inh -1.3%, Mito fusion yeast -0.9%, Eya2 phos inh -12.0%, USP2a inh 3.2% and TSHR antagonist -7.7.
Cc1[nH]c2ccc(C(=O)OCC(=O)Nc3cccc(S(N)(=O)=O)c3)cc2c1C was read as BCR signal inh -2.9%, KCNH2 WT inh -19.7, Mito fusion yeast -5.7%, Eya2 phos inh -4.7%, ASM inhibitor -18.7%, USP2a inh -0.6% and TSHR antagonist -16.1.
Screening Cc1cc(C)n(-c2nc3c(c(=O)[nH]c(=O)n3C)n2Cc2ccc(F)cc2)n1 returned PKM2 act 5.3%, BCR signal inh 11.8%, Menin MLL FP TR -10.3%, KCNH2 WT inh 1.6, GALK inh 4.6%, Mito fusion yeast 4.4%, Eya2 phos inh 4.5%, ASM inhibitor 4.3%, MBNL1-CUG inh 2.0%, USP2a inh -6.8% and TSHR antagonist 0.0.
C/C(=N\OCC(=O)O)c1ccc(Cl)cc1 was read as PKM2 act 1.6%, BCR signal inh 1.6%, KCNH2 WT inh 4.9, GALK inh -1.3%, Mito fusion yeast -1.1%, Eya2 phos inh -2.7%, ASM inhibitor -0.2%, USP2a inh 1.4% and TSHR antagonist 8.2.
Screening CCCN(CCC)C(=O)C1CC(=O)OC12CCOC(C)(C)C2 (stereo unspecified) returned PKM2 act -3.6%, BCR signal inh -2.1%, Menin MLL FP TR 4.0%, KCNH2 WT inh -13.4, GALK inh 0.4%, Mito fusion yeast -4.8%, Eya2 phos inh 3.0%, ASM inhibitor 5.4%, MBNL1-CUG inh -8.2%, USP2a inh -0.4% and TSHR antagonist 1.7.
Cc1ccc2c(c1)N(C(=O)CCC(=O)N1CCN(c3ccccn3)CC1)CC(C)O2 (stereo unspecified) was read as PKM2 act 0.0%, BCR signal inh 1.0%, Menin MLL FP TR -10.2%, KCNH2 WT inh -0.4, Mito fusion yeast 0.8%, Eya2 phos inh -1.0%, ASM inhibitor 2.4%, MBNL1-CUG inh 7.7%, USP2a inh 2.0% and TSHR antagonist 4.1.
Screening CN(CC(=O)Nc1cccc(F)c1)C(=O)c1cc(-c2cccs2)nn1-c1ccccc1 returned BCR signal inh inconclusive, KCNH2 WT inh 4.2, Mito fusion yeast inconclusive, Eya2 phos inh -0.8%, ASM inhibitor -7.6%, USP2a inh -6.1% and TSHR antagonist -7.4.
Cc1cc(N2CCCC2)ccc1NC(=O)COc1cccc(C(F)(F)F)c1 was read as PKM2 act -2.1%, BCR signal inh -0.4%, KCNH2 WT inh -11.6, GALK inh 7.3%, Mito fusion yeast -3.8%, Eya2 phos inh -0.3%, ASM inhibitor -2.2%, MBNL1-CUG inh 1.1%, USP2a inh 0.4% and TSHR antagonist -24.0.
Screening C=CCNCc1cc(=O)n2c(-c3ccccc3)csc2n1 returned BCR signal inh -0.2%, Menin MLL FP TR inconclusive, KCNH2 WT inh -2.3, GALK inh -1.3%, Mito fusion yeast 8.4%, Eya2 phos inh -7.3%, ASM inhibitor 19.6%, MBNL1-CUG inh 3.3%, USP2a inh -3.0% and TSHR antagonist -2.0.
For N#C/C(=C(/O)Cc1cccc2ccccc12)c1nc2ccccc2s1 the results were PKM2 act -0.3%, BCR signal inh inconclusive, KCNH2 WT inh -1.8, GALK inh inconclusive, Mito fusion yeast 1.7%, Eya2 phos inh -16.8%, ASM inhibitor -2.1%, MBNL1-CUG inh -5.3%, USP2a inh -1.6% and TSHR antagonist -40.8.
CCS(=O)(=O)c1nc(NC(C)=O)n[nH]1 was read as PKM2 act -18.0%, BCR signal inh 4.5%, Menin MLL FP TR -1.1%, KCNH2 WT inh 2.1, GALK inh 0.2%, Mito fusion yeast -5.7%, Eya2 phos inh 11.3%, ASM inhibitor 6.3%, MBNL1-CUG inh -23.9%, USP2a inh -10.2% and TSHR antagonist 20.8.
CC(C)(C)C1C/C(=C/c2ccco2)C(=O)/C(=C/c2ccco2)C1 (stereo unspecified) was read as PKM2 act inconclusive, BCR signal inh inconclusive, Menin MLL FP TR 24.7%, KCNH2 WT inh -23.0, GALK inh -1.7%, Mito fusion yeast 7.9%, Eya2 phos inh -8.8%, ASM inhibitor -16.2%, MBNL1-CUG inh -1.6%, USP2a inh 3.5% and TSHR antagonist 13.5.
O=[N+]([O-])c1cccc(-c2nc(-c3ccccn3)no2)c1 was read as PKM2 act -25.4%, BCR signal inh -5.1%, KCNH2 WT inh 6.0, GALK inh 1.8%, Mito fusion yeast -2.0%, Eya2 phos inh -4.9%, ASM inhibitor -4.3%, MBNL1-CUG inh inconclusive, USP2a inh 0.5% and TSHR antagonist -1.5.
For C/C(Nc1ccc(F)cc1)=C(/C#N)C(N)=O the results were PKM2 act 0.4%, BCR signal inh inconclusive, Menin MLL FP TR 4.2%, KCNH2 WT inh -10.6, GALK inh 3.0%, Mito fusion yeast -1.1%, Eya2 phos inh 6.1%, ASM inhibitor 3.8%, MBNL1-CUG inh -10.1%, USP2a inh 0.4% and TSHR antagonist 10.2.
Screening c1ccc(Cn2nnnc2C(c2ccccn2)N2CCN(c3ccccc3)CC2)cc1 (stereo unspecified) returned PKM2 act 0.6%, BCR signal inh 3.5%, Menin MLL FP TR inconclusive, KCNH2 WT inh 23.7, GALK inh 0.9%, Mito fusion yeast 5.1%, Eya2 phos inh 10.0%, ASM inhibitor -1.6%, MBNL1-CUG inh -2.8%, USP2a inh 2.5% and TSHR antagonist -30.8.
Screening Cc1ccc(-c2csc(N(Cc3ccccc3)C(=O)COc3ccccc3)n2)cc1 returned PKM2 act -5.7%, BCR signal inh 5.1%, Menin MLL FP TR inconclusive, KCNH2 WT inh -11.8, GALK inh 1.9%, Mito fusion yeast 1.9%, Eya2 phos inh 13.8%, ASM inhibitor 1.7%, MBNL1-CUG inh 5.4%, USP2a inh 0.3% and TSHR antagonist 5.8.
`CC1CCCN(S(=O)(=O)c2cnc[nH]2)C1` (stereo unspecified) gave BCR signal inh 3.1%, KCNH2 WT inh 7.7, GALK inh -1.8%, Mito fusion yeast 0.2%, Eya2 phos inh 8.8%, ASM inhibitor -1.6%, MBNL1-CUG inh -1.9%, USP2a inh 3.4% and TSHR antagonist 27.5.
Screening O=C(CCCNS(=O)(=O)c1ccc(Br)cc1)N1CC[C@@]2(O)CCCC[C@H]2C1 returned PKM2 act -1.4%, BCR signal inh 0.5%, Menin MLL FP TR 5.9%, KCNH2 WT inh 10.9, GALK inh 16.8%, Mito fusion yeast 3.5%, Eya2 phos inh 2.3%, ASM inhibitor 3.8%, MBNL1-CUG inh -0.5%, USP2a inh 3.9% and TSHR antagonist -2.9.
For Cc1cc2c3c(c1C)C1(C(=O)N3C(C)(C)CC2C)C(C#N)=C(N)Oc2cc(O)ccc21 (stereo unspecified) the results were PKM2 act -3.3%, BCR signal inh 0.4%, Menin MLL FP TR 0.2%, KCNH2 WT inh -5.5, GALK inh -2.1%, Mito fusion yeast -0.1%, Eya2 phos inh -10.1%, ASM inhibitor -10.7%, MBNL1-CUG inh -0.2%, USP2a inh 5.3% and TSHR antagonist 15.0.
O=C(COC(=O)/C=C/c1cccc(C(F)(F)F)c1)Nc1ccc(Cl)cn1 was read as BCR signal inh 6.5%, KCNH2 WT inh -0.3, Mito fusion yeast 2.6%, Eya2 phos inh 1.2%, ASM inhibitor 3.7%, USP2a inh 0.9% and TSHR antagonist -26.9.

A portion of the library, so the mix of outcomes need not match the whole.
